From PubChem
D2 agonist: D2 dopamine receptor (human) agonism; P14416; HEK293 T-REx D2 cells, calcium flux agonist mode; activation, % at 2 µM; 340,000 compounds, 0.53% hits;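 active = activation over 3 SD above normal in the single-dose calcium agonist read, cut at about 30% in these data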; also: 0% is about no effect
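Calcium-flux readout, 1 cycle/sec over 180 s following compound pin transfer, in inducible HEK293 Trex D2 cells (force-coupled); dopamine controls included. Positive calcium responses during this window marked compounds as potential agonists.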
RXFP1 agonist: agonists of human relaxin receptor RXFP1. Q9HBX9. HEK293T-RXFP1 cAMP TR-FRET, 30 min; response scale: percent of porcine relaxin response, buffer zero. Potency, µM (top dose mostly 57.5 µM), without a hit: top-dose activation, most hits filed as activators. 370,000 compounds, 0.3% hits. AID 2676; active = well fitted activation curve with a large enough effect; inconclusive = small, poorly fitted or top-dose-only effect; also: potency is read from the fitted curve at half-maximal effect; % is scaled to controls: 0 for no effect and ±100 for the full control effect; nearly all actives have a fitted effect of over 60% in size; many of its hits are not listed in these tables
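HEK293 cells stably expressing RXFP1, treated 30 min at 37C with compounds plus PDE4 inhibitor Ro 20174; cAMP measured by HTRF TR-FRET. Normalized to buffer and 29 nM porcine relaxin; EC50 by Hill fit.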
D2 antag: antagonists of human D2 dopamine receptor; HEK293 TREx D2 cells, calcium flux, dopamine EC80; P14416; 340,000 compounds, 2% hits; inhibition, % at 10 µM; in the data active = inhibition above about 30%; also: 0% is about no effect
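Measurement of antagonist activity uses fluorescent calcium dye in inducible HEK293 T-REx D2 cells: 10 s baseline, compound addition with 180 s read, EC80 dopamine addition with a further 180 s read.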
D1 antagonist: human D1 dopamine receptor antagonism. 360,000 compounds, 3.2% hits. HEK293 TREx D1 cells, calcium flux, dopamine EC80; stronger effect = lower value. activity change, negative = inhibition, % at 10 µM. P21728; in the data active = activity change below about -30%; also: % is scaled to controls: 0 for no effect and ±100 for the full control effect
Target sequence (P21728 whole entry, looked up): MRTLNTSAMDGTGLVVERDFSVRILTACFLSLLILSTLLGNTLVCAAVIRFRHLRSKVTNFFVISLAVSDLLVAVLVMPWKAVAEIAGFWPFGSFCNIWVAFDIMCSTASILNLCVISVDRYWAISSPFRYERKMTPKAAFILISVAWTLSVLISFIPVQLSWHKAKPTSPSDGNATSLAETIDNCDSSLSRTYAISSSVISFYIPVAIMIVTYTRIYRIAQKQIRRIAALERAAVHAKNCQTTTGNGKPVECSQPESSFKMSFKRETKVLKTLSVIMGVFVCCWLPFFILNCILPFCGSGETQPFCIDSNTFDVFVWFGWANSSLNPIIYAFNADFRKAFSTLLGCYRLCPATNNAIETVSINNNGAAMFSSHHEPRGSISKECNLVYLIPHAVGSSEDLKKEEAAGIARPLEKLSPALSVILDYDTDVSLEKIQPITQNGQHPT
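Tetracycline-induced HEK293 T-REx cells with force-coupled D1 receptor were loaded with a no-wash calcium dye. Compound was added after a 10 s baseline and read kinetically for 180 s; EC80 dopamine was then added and calcium flux followed another 180 s.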
D2 potentiator: D2 dopamine receptor (human) potentiation; P14416; HEK293 T-REx D2, calcium flux, EC20 dopamine potentiation; potentiation, % at 10 µM; 340,000 compounds, 0.34% hits; AID 485347;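 active = potentiation over 3 SD above the plate norm, cut at about 30% in these data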; also: 0% is about no effect
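Primary screen. Calcium kinetics in induced HEK293 T-REx D2 cells: compound pre-addition 180 s, EC20 dopamine, 180 s more.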
TRHR PAM: allosterically enhances the human TRH receptor. P34981. TRHR cells, fluo-8 calcium fluorescence, EC20 TRH enhancement. enhancement, % at 2 µM. 360,000 compounds, 0.66% hits; in the data active = enhancement above about 30%; also: 0% is about no effect
Target sequence (P34981 whole entry, looked up): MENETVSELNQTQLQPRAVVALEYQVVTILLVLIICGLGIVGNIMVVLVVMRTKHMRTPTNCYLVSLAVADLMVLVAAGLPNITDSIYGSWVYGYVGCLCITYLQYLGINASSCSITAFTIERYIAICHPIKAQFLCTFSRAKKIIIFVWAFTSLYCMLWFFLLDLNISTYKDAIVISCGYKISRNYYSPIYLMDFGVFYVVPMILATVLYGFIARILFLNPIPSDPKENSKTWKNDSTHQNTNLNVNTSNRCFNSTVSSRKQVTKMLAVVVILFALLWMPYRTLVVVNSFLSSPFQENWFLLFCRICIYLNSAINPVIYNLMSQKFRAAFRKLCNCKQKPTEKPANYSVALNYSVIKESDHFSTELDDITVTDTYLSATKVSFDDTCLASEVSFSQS
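Enhancer read-out: after compound pinning and an initial kinetic agonist-mode read, an EC20 of TRH (10 nM final) was injected and fluo-8 calcium signal (Ex 480/Em 530) followed at 1 s/cycle for 100 cycles in TRHR-expressing cells.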
RXFP1 antagonist: antagonists of human relaxin receptor RXFP1. Q9HBX9. HEK293-RXFP1, relaxin-stimulated cAMP HTRF, 30 min; stronger effect = lower value. activity change, negative = inhibition, % at 57.5 µM. 350,000 compounds, 0.59% hits. AID 1259400;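 active = activity change of -60% or lower, but not beyond a set lower limit; inconclusive = change between -60% and -40%, or beyond the set limit; inactive = change above -40%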; also: % is scaled to controls: 0 for no effect and ±100 for the full control effect
D1 potentiator: potentiators of human D1 dopamine receptor. HEK293 TREx D1 cells, calcium flux, dopamine EC20 potentiation. potentiation, % at 10 µM. P21728. 360,000 compounds, 0.036% hits; in the data active = potentiation above about 30%; also: 0% is about no effect
D1 ag: human D1 receptor agonism; P21728; 360,000 compounds, 1% hits; AID 504660; activation, % at 2 µM; HEK293 T-REx D1 cells, calcium flux, agonist mode; in the data active = activation above about 30%; also: 0% is about no effect
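Agonism was scored from calcium flux recorded over 180 s (1 read/s) after pintool compound addition, following a 10-cycle baseline. Cells were inducible force-coupled HEK293 TREx D1, plated overnight at 30 C and loaded with no-wash calcium dye.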
The depositor's hits bear a star; ? = inconclusive; nt = no result given; & = joins results of further samples.

SMILES	D2 agonist	RXFP1 agonist	D2 antag	D1 antagonist	D2 potentiator	TRHR PAM	RXFP1 antagonist	D1 potentiator	D1 ag
CCOC(=O)C1=C(C)Nc2nc(SC)nn2C1c1ccc(C(=O)OC)cc1 (configuration not stated)	0.0	1.1%	-4	20	16	3	-13	-3	0
COc1ccc(C(CNC(=O)COc2ccccc2C)N2CCCCC2)cc1 (configuration not stated)	0.1	-1.8%	14	17	-25	1	-6	-7	3
O=C1COc2ccc(S(=O)(=O)CCC(=O)N3CCN(c4ccccc4)CC3)cc2N1	0.1	-0.4%	-14	11	5	3	-3	-2	0
O=[N+]([O-])c1ccc(N2CCN(c3ccccc3F)CC2)nc1	1.0	5.2%	15	-9	-1	-9	-8	-3	5
O=C(COC(=O)c1cc(-c2cccs2)nn1-c1ccccc1)Nc1cc([N+](=O)[O-])ccc1Cl	0.7	-1.4%	-12	-1	-4	-2	-4	-5	2
Oc1ccc(Br)cc1C=Nc1ccc(Cl)cc1	0.7	4.1%	14	-12	-3	-1	-8	-4	2
COCCC(=O)Nc1ccc2c(c1)CN(C(=O)CCSC)CC2	nt	-0.5%	nt	0	nt	-2	?	-4	1
O=C(/C=C/c1ccccc1)Nc1cccc(S(=O)(=O)Nc2ccccc2F)c1	-1.1	2.2%	3	-13	0	4	-22	-8	1
C#CCOCCOCCOCCNc1nc(N2CCN(C(=O)Cn3cc(CCCN=C(N)N)nn3)CC2)nc(N2CCN(C(=O)[C@H]([C@@H](C)CC)n3cc(CCCCN)nn3)CC2)n1	0.3	0.1%	-1	-4	-2	-4	nt	-1	5
Cc1ccc(CSc2ccc(-c3ccc4c(c3)OCO4)nn2)cc1	0.7	-0.7%	8	14	-10	6	-10	0	13
Cc1cc(=O)oc2c(C)c(OC(C)C(=O)NCCCN3CCCC3=O)ccc12 (configuration not stated)	-1.6	14%	4	-3	-12	0	-1	0	4
COc1ccc(/C=N/c2c(-c3ccco3)nc3ccccn23)cc1OC	0.0	-3.3%	-8	-7	-8	-2	8	-5	5
O=C(Nc1ccccc1)C1=C(O)CC(c2ccco2)CC1=Nc1ccccc1 (configuration not stated)	0.4	-3.5%	26	20	0	-1	-9	-1	2
COc1ccc(-c2cc(NCc3ccccn3)n3ncnc3n2)cc1	-0.3	4.4%	-3	3	-1	-1	2	-9	2
Cc1ccn2c(Nc3ccccc3C)c(-c3ccccn3)nc2c1	0.2	2.8%&-1.6%	-7	12&-13	-4	12&7	?	2&1	0&-2
COc1ccc2c(c1)c(C)cc[n+]2Cc1ccccc1	1.7	0.9%	0	7	21	-2	1	-2	4
CCN(C)Cc1c(C(=O)N2CCc3ccccc3C2)nc2ccc(Cl)cn12	0.7	4.6%	-14	2	5	16	-2	9	0
CCOCCCNC(=O)c1ccc(/C=C2\Oc3ccccc3N(C)C2=O)cc1	-0.2	6.5%	25	2	1	2	-9	-5	0
COc1ccccc1C(=O)Nc1ccc(C(=O)O)cc1	1.5	1.3%	13	-8	13	-10	11	0	0
O=C(NCCCN1CCN(c2ccccc2)CC1)C1CCCN(c2ncnc3c2nc2n3CCCCC2)C1 (configuration not stated)	12	7.4%	59*	-30*	-29	2	0	-19	1
O=C(NCc1ccccc1)N1CCn2c(nc3ccccc32)C1	0.8	-1.1%	5	-6	-6	-2	1	-3	1
Cn1nnnc1SCc1ccc(CSc2nnnn2C)cc1	0.9	3.9%	-8	15	1	0	-4	-6	3
N#CCOc1ccc(C2=NO[C@@H]3[C@@H]4C[C@@H]([C@H]5C(=O)N(c6ccc7c(c6)OCO7)C(=O)[C@@H]45)[C@H]23)cc1	0.3	0.2%	-3	-5	-2	1	4	2	6
O=C(O)c1cccc(N2C(=O)/C(=C/c3ccc([N+](=O)[O-])cc3)C=C2c2ccccc2)c1	-1.5	1.6%	2	17	16	4	4	0	4
O=C(COC(=O)/C=C/c1cccc(C(F)(F)F)c1)NCc1cccs1	0.2	1.1%	7	-1	-1	-5	-14	-9	11
CC1=C([N+](=O)[O-])C(c2ccccc2Cl)NC(=O)N1C (configuration not stated)	nt	0.5%	nt	-7	nt	-1	-1	-1	0
Cn1c(CCN2CCOCC2)nc2cc(NS(=O)(=O)c3ccccc3)ccc21	0.3	2.6%	-3	10	24	-2	3	-1	1
Cc1nnc2sc(-c3ccncc3)nn12	0.9	0.3%	-5	-6	9	-3	-16	-6	2
O=c1c(C(c2ccc(F)cc2)c2c(O)nc3n(c2=O)CCCS3)c(O)nc2n1CCCS2	-0.7	2.2%	-8	-4	1	1	3	2	1
CC(=O)n1c2ccccc2c2nc3ccccc3nc21	-0.4	-0.7%	-6	0	-11	3	2	21	6
Cc1nc(C)c(C(=O)C2=C(O)C(=O)N(CCN3CCOCC3)C2c2ccco2)s1 (configuration not stated)	0.6	0.7%	6	-1	nt	0	7	-8	2
CCn1c2ccccc2c2cc(NS(=O)(=O)c3ccc(C)cc3)ccc21	-0.2	-2.0%	-6	9	-4	-2	-11	-2	2
Oc1ccc(N=C/C=C/c2cccc(Br)c2)cc1-c1nc2ccccc2s1	2.9	2.4%	1	-11	11	-1	?	-6	-2
CN(C)CCNC(=O)c1onc(CSc2ccc(F)c(F)c2)c1C(=O)NCCN(C)C	-0.3	0.7%	14	-9	8	8	nt	6	5
COc1ccc(Br)cc1CNC(=O)Cc1c(C(=O)O)[nH]c2ccc(Cl)cc12	-0.3	4.6%	-2	-6	5	-5	8	-3	1
Brc1ccccc1OCCN1CCOCC1	0.0	0.3%	-5	-11	0	3	1	-3	2
COc1ccc(NC(=O)Cn2cc(S(=O)(=O)c3ccccc3)c(=O)c3cc(C)ccc32)cc1Cl	0.9	-1.9%	nt	-7	-27	1	nt	-3	7
COc1ccc(CNC(=O)CSc2nnnn2-c2ccccc2)cc1	-0.5	-0.2%	0	-19	4	-7	-4	-4	2
CCOC(=O)c1sc2ncn(/N=C/c3ccccn3)c(=O)c2c1C	0.3	1.7%	17	3	-19	-2	nt	-1	1
Cn1c(-c2ccc3ccccc3n2)[n+](C)c2ccccc21	-1.9	-0.9%	3	-7	-4	-2	-12	-1	8
COc1ccc(/C=C2\CCCc3c2nc2ccccc2c3C(=O)O)cc1OC	184*	11%	31*	-35*	13	16	nt	-9	236*
CC(=O)c1ccc(S(=O)(=O)Nc2cccc(-c3ccc(N4CCOCC4)nn3)c2)cc1	0.1	-0.9%	-9	-2	22	-7	6	5	3
O=C(CSc1ncccn1)NC(=O)Nc1ccc2c(c1)OCCO2	3.4	3.1%	-6	-26	-2	8	-2	2	4
CN1CCc2c(sc(NC(=O)CSc3ccccc3)c2-c2nc3ccccc3s2)C1	-5.5	-18%	nt	-54*	-19	-19	-29	-2	400*
COc1cc2nc(/C=C/c3cc(OC)c(OC)c(OC)c3)sc2cc1SC	-0.9	7.9%	-1	1	11	19	26	5	2
COc1cccc(CNC(=O)c2ccc3nc(-c4ccccc4)c(-c4ccccc4)nc3c2)c1OC	0.6	2.2%	nt	6	nt	2	-12	0	3
CC1CC(C)CN(c2cc(=O)n(Cc3ccc(F)cc3)c(=O)[nH]2)C1 (configuration not stated)	-0.1	-1.2%	3	-19	4	-2	2	-3	-1
CCN1CCN(C(=O)C2CCN(c3nnc(C)c4c(C)n(-c5ccc(C)cc5)nc34)CC2)CC1	0.3	-2.2%	3	-6	-13	-2	-3	2	4
OCCNc1nc(Nc2ccccc2)nc2ccccc12	0.5	0.8%	3	-16	14	-12	16	-13	0
C[C@@H]1O[C@@H](O[C@@H]2C(=O)c3c(O)cc(O)cc3O[C@H]2c2ccc(O)c(O)c2)[C@H](O)[C@H](O)[C@H]1O	nt	-1.5%	nt	4	0	1	nt	1	-1
FC(F)(F)c1ccc(-c2csc(-c3ccno3)n2)cc1	-1.3	-1.7%	-18	-13	9	-9	-2	-6	1
O=C(Nc1cccc(Br)c1)c1ccc2snnc2c1	0.6	5.7%	-12	-26	-8	-4	-9	-8	5
O=C(NCc1cccnc1)C(=O)NCC(c1ccco1)N1CCN(c2ccc(F)cc2)CC1 (configuration not stated)	-0.4	1.8%	13	-3	5	9	nt	-7	25
CCn1ncc(Br)c1C(=O)Nc1cc(C(=O)OC)ccc1C(=O)OC	0.4	7.8%	-5	17	2	-1	-7	-11	1
COC(=O)CSc1nc2ccc(N)cc2s1	1.0	-2.7%	-5	-9	13	3	-10	1	0
CCc1nnc(NC(=O)C2CCN(S(=O)(=O)Cc3ccccc3)CC2)s1	-0.1	1.4%	-2	-1	17	6	-3	-5	0
C/C(=N\NC(=O)COc1ccccc1F)c1cc2ccccc2o1	-0.8	-0.3%	1	-17	3	0	-5	-2	2
Cc1ccc2cccc(NC(=O)c3ccc(-c4cccc(Cl)c4Cl)o3)c2n1	-1.2	-3.3%	nt	3	-1	3	nt	-2	-1
C/C(=N\NC(=O)c1ccc(Cn2cc([N+](=O)[O-])cn2)o1)c1cccc(NC(=O)c2cccnc2)c1	1.6	-0.5%	-5	-24	-1	9	nt	-4	1
COc1ccc(CCNC(=O)C2CCN(S(=O)(=O)c3c(C)noc3/C=C/c3ccc(C)cc3)CC2)cc1OC	-1.4	1.6%	nt	-1	14	2	nt	4	1

2 consecutive compounds already listed, quoted:
SMILES	D2 agonist	RXFP1 agonist	D2 antag	D1 antagonist	D2 potentiator	TRHR PAM	RXFP1 antagonist	D1 potentiator	D1 ag
C/C(=N\NC(=O)c1ccc(Cn2cc([N+](=O)[O-])cn2)o1)c1cccc(NC(=O)c2cccnc2)c1	1.6	-0.5%	-5	-24	-1	9	nt	-4	1
COc1ccc(CCNC(=O)C2CCN(S(=O)(=O)c3c(C)noc3/C=C/c3ccc(C)cc3)CC2)cc1OC	-1.4	1.6%	nt	-1	14	2	nt	4	1

The list goes on.
SMILES	D2 agonist	RXFP1 agonist	D2 antag	D1 antagonist	D2 potentiator	TRHR PAM	RXFP1 antagonist	D1 potentiator	D1 ag
Cc1cccc(OCCCC(=O)Nc2ccc(N(C)C)cc2)c1	-0.2	0.9%	7	-2	3	3	8	-3	6
COC(=O)[C@@]12CCCN1[C@H](c1ccc(-c3ccc(F)cc3)cc1)[C@H]1C(=O)N(C)C(=O)[C@H]12	nt	-1.8%	nt	-44*	nt	-3	nt	-2	3
O=C(CN1C(=O)C2CC=CCC2C1=O)NCC(=O)Nc1ccc(F)c(F)c1 (configuration not stated)	0.5	-0.1%	11	-5	-7	12	nt	-4	1
CC(=O)Nc1ccc(C(=O)CN2C(=O)NC3(CCOc4ccccc43)C2=O)c(F)c1 (configuration not stated)	-0.1	0.0%	-10	-22	-5	6	8	-3	2

Quoted from the listing.
RXFP1 antagonist, CCn1ncc(Br)c1C(=O)Nc1cc(C(=O)OC)ccc1C(=O)OC → -7
TRHR PAM, COCCC(=O)Nc1ccc2c(c1)CN(C(=O)CCSC)CC2 → -2
D1 potentiator, CCOC(=O)C1=C(C)Nc2nc(SC)nn2C1c1ccc(C(=O)OC)cc1 (configuration not stated) → -3
D1 antagonist, O=[N+]([O-])c1ccc(N2CCN(c3ccccc3F)CC2)nc1 → -9

The list is partial (hit frequency here may not be typical).
